Screening data (PubChem BioAssay)
IL1B secr inh: inhibitors of inflammasome signaling (IL-1 beta secretion); activity change, % at 57.5 µM; THP-1 LPS/ATP IL-1B secretion, AlphaLISA, 16 h; hits give low values; actives 4.7% (n = 360,000); in the data active = activity change below about -50%; inconclusive = mostly about -30% to -49%; note: % is set by controls: 0 for no effect and ±100 for the full control effect
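THP-1 cells pretreated 1 hr with compounds (up to 57.5 uM final), then stimulated with LPS (250 ng/mL final) plus ATP (1.25 mM final); secreted IL-1B measured by AlphaLISA after 16 hr, decreased signal indicating inhibition.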
HT1080 IDH1KD tx: kills HT-1080 cells with IDH1 knockdown; HT-1080 IDH1 knockdown viability, ATP luminescence, 48 h; Potency, µM (series often up to 46.1 µM), without a hit: top-dose activity, negative = toxicity, usual class: cytotoxic; actives 2% (n = 360,000); AID 686971;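 note: potency is the fitted concentration of half-maximal effect; 0% = DMSO wells and -100% = cell-free medium wells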
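In this qHTS, HT-1080 cells depleted of IDH1 are exposed for 48 h at 37 °C to compound titrations. Toxicity is scored from CellTiter-Glo luminescence, with DMSO as full viability and medium alone as none.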
HT1080NT lethal: kills 2HG-producing HT-1080-NT fibrosarcoma cells | HT-1080-NT fibrosarcoma viability, CellTiter-Glo ATP luminescence, 48 h | Potency, µM (highest dose often 46.1 µM), without a hit: at the highest dose activity, negative = less viability, actives largely listed as cytotoxic | actives 1.6% (n = 360,000);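 note: NT is the 2HG producing partner of a matched IDH1 knockdown line; potency is the fitted concentration of half-maximal effect; 0% = DMSO-treated cells and -100% = media-only wells without cells; nearly all actives have a fitted effect of over 55% in size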
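HT-1080-NT; 750 cells/well; 5% FBS RPMI; 48 h compound, 37 degrees C; CellTiter-Glo luminescence; curve fitting and curve-class assignment.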
D3 ag: agonists of human D3 dopamine receptor; D3R DiscoveRx beta-arrestin cells, luminescence, 90 min; max activation, %; actives 0.58% (n = 410,000); AID 652048; in the data active = max activation above about 30%; note: 0% is about no effect; mostly tested at two doses, the higher about 12 µM
Target sequence (P35462 whole entry, looked up): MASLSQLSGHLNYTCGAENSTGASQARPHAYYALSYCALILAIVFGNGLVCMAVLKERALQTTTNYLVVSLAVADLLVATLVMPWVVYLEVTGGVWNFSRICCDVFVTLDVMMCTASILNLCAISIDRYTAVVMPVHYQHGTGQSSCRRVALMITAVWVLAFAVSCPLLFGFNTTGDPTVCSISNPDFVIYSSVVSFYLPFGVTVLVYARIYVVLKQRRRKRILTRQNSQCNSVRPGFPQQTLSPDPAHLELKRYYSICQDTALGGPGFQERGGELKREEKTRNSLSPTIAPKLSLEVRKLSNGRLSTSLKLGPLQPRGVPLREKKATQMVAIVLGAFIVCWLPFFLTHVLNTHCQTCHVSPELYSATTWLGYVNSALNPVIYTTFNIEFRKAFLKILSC
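Cells at 1500/well, incubated overnight, then treated with pinned compounds (dopamine as control) for 90 min at 37 degrees C. DiscoveRx reagent added for 30 - 60 minutes at room temperature; luminescence read.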
KB-V1 MDR tox: KB-V1 MDR subline cytotoxicity | KB-V1 MDR cells viability, CellTiter-Glo, 72 h | Potency, µM (highest dose often 46.1 µM), for the others: top-dose activity change, negative = cytotoxicity, actives largely listed as cytotoxic | actives 3.4% (n = 400,000) | AID 1347076; note: potency is the fitted concentration of half-maximal effect; % is set by controls: 0 for no effect and ±100 for the full control effect; nearly all actives have a fitted effect of over 60% in size
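In this primary screen, KB-V1 cells overexpressing P-gp are incubated with library compounds (lowest to highest concentration) for 72 h at 37 degrees C before a luminescent ATP viability read.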
SW480 rereplic: induces DNA re-replication in SW480 colon adenocarcinoma cells; actives 1.8% (n = 340,000); Potency, µM (top dose mostly 46.1 µM), without a hit: at the highest dose re-replication activation, usual class: activators; SW480 DNA re-replication, Hoechst DNA content imaging, 48 h; note: potency is the fitted concentration of half-maximal effect; % of control where 0% means no effect; nearly all actives have a fitted effect of over 55% in size
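Quantitative HTS format with DMSO vehicle controls; 48 hr drug incubation at 37 C, then 40 min Hoechst staining and scanning imager measurement at 405 nm excitation.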
MCF10A rereplic: DNA re-replication induction in MCF 10a cells; MCF 10A DNA re-replication, Hoechst nuclear intensity, 48 h; Potency, µM (highest dose often 46.1 µM), inactives show top-dose activity, positive = re-replication, most hits filed as activators; actives 2.9% (n = 350,000); AID 624296; note: potency is the fitted concentration of half-maximal effect; % of control where 0% means no effect; nearly all actives have a fitted effect of over 50% in size
GLP1R cytotox: cytotoxic in the GLP-1 receptor inverse agonist counter-screen; HEK293 cAMP-luciferase reporter cells, luminescence, 24 h; Potency, µM (top dose mostly 38.3 µM), without a hit: top-dose activity change, negative = inhibition, usual class: inhibitors; actives 0.13% (n = 410,000); AID 624418;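 note: loss of luciferase light is scored as toxicity; potency is the fitted concentration of half-maximal effect; % is set by controls: 0 for no effect and ±100 for the full control effect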
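1536-well qHTS counterscreen of the MLSMR; 200 cells/uL, 12 h pre-incubation, 23 nL cpd, 24 h at 37 deg C 5% CO2, luciferase detection reagent, 12 min RT, luminescence. Inhibition = undesired.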
KB-3-1 cytotox: kills parental KB-3-1 adenocarcinoma cells. actives 1.4% (n = 400,000). Potency, µM (highest dose often 46.1 µM), for inactives: at the highest dose activity change, negative = cytotoxic, usual class: cytotoxic. AID 1347075. KB-3-1 viability, CellTiter-Glo ATP luminescence, 72 h; note: potency is the fitted concentration of half-maximal effect; % is set by controls: 0 for no effect and ±100 for the full control effect; nearly all actives have a fitted effect of over 60% in size
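Luminescent ATP read-out (CellTiter-Glo) measures survival of drug-naive KB-3-1 cells after 72 h compound exposure at 37 °C. Titration series was screened from lowest to highest concentration, with DMSO vehicle plates as background controls.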
* marks the source's active call; other numbers are inactive results; u = inconclusive; x = no result given; [ ] = dose if it differs, or a comment. Unless noted, calls come from the whole dose curve; as a rule, active = well fitted curve in the direction sought with a large enough effect; inconclusive = small, poorly fitted or top-dose-only effect, or another doubt; inactive = no such curve, though single readings can be large; an effect the other way counts as inactive or inconclusive. Random draw from the library, and some 11% of all compounds hit somewhere here.

SMILES	IL1B secr inh	HT1080 IDH1KD tx	HT1080NT lethal	D3 ag	KB-V1 MDR tox	SW480 rereplic	MCF10A rereplic	GLP1R cytotox	KB-3-1 cytotox
CC(C)(C)OC(=O)N1CCC(c2c(C(=O)N3CCN(C(=O)c4ccco4)CC3)cnn2-c2ccc(F)cc2)CC1	5	6%	16%	-8	-8%	6%	-2%	-8%	-4%
CCOc1ccc(CCNC(=O)COC(=O)C2=NNC(=O)CC2)cc1OCC	-4	13%	6%	0	u	-2%	-1%	10%	4%
O=C(N/N=C/c1cccc(Oc2ccccc2)c1)c1ccc(O)cc1O	16	-18%	2%	-1	12%	-10%	1%	-4%	-1%
COc1ccc(C2c3[nH]c4ccccc4c3CCN2C(=O)Cc2nonc2C)c(F)c1 (configuration not stated)	u	-10%	-16%	1	-5%	10%	31%	3%	u
COc1ccc(CCNC(=O)Cn2cc(C(=O)c3ccc(F)cc3)c(=O)c3ccc(C)nc32)cc1OC	x	x	x	-15	-7%	x	x	3%	-4%
CC(=O)c1coc2ccc(OCC(=O)O)cc12	11	-2%	8%	1	3%	0%	-3%	5%	-7%
COc1ccc(N2CC(C(=O)N(CC(C)C)c3c(N)n(Cc4ccccc4)c(=O)[nH]c3=O)CC2=O)c(OC)c1 (configuration not stated)	14	5%	5%	-6	18%	-38%[inhibitor]	6%	-3%	6%
Cc1cccc(NC(=O)CCN2C(=O)C3C4CCC(C4)C3C2=O)c1C (configuration not stated)	-7	-1%	0%	-3	-1%	u	u	8%	-23%
O=[N+]([O-])c1ccc(C2=Nc3cc(Cl)ccc3OC2)cc1	-9	-1%	-1%	-12	24%	1%	0%	39%[activator]	3%
CCOC(=O)Cn1c(=N)n(Cc2ccccc2F)c2ccccc21	0	6%	8%	-1	21%	-5%[9.22 µM]	-6%	-9%	-4%
Cc1ccc(S(=O)(=O)N2CCN(C(=O)COC(=O)COc3ccc(Cl)cc3C)CC2)c(C)c1	8	9%	-1%	-2	-18%	-1%	4%	13%	3%
COc1cc(CN2CCC(n3nccc3NC(=O)C3CCOC3)CC2)ccc1F (configuration not stated)	0	1%	1%	-22	x	-9%	1%	-5%	x
Cc1cc2c(cc1C)C(c1ccsc1)CC(=O)N2 (configuration not stated)	0	-1%	1%	-2	17%	-69%[inhibitor]	u	9%	14%
CC(=O)c1cccc(NC(=O)C2CCN(C(=O)c3cnn(-c4ccccc4)c3-n3cccc3)CC2)c1	x	x	x	7	-15%	x	x	6%	-9%
O=C(O)c1ccc(CSCc2c(F)cccc2Cl)o1	-1	5%	-5%	0	19%	-3%	-16%	-10%	0%
Cc1ccc2nc(NC(=O)c3ccc(-c4nc5ccccc5s4)s3)sc2c1	45	21%	21%	-6	0%	-9%	8%	-2%	u
Cn1c(=O)c2c(nc(N3CCN(c4ccccn4)CC3)n2Cc2ccccc2Cl)n(C)c1=O	-7	1%	1%	10	u	-1%	15%	9%	-1%
N#Cc1c2c(c(-c3ccco3)[nH]c1=O)CCCC2	12	5%	-4%	2	0%	-13%	7%	6%	-2%
O=C(CSc1nnc2ccccn12)NNC(=O)c1ccccc1F	-15	1%	-3%	0	u	4%	6%	3%	1%
O=C(O)c1ccc(S(=O)(=O)N2CCOCC2)o1	5	1%	-1%	-15	23%	u	10%	6%	-5%
O=C(CSc1ccc2c(c1)OCCO2)NCCc1ccc(Cl)cc1Cl	u	-2%	0%	-13	18µM*	-45%[inhibitor]	17%	28%	-10%
CC(C)c1ccc(NC(=O)C2(C)Cc3c(-c4ccccc4)ccnc3O2)cc1 (configuration not stated)	-6	10%	u	3	4%	x	x	1%	0%
CCOC(=O)CNC(=O)N1CCN(S(=O)(=O)c2ccc3c(ccn3C)c2)CC1	x	x	x	-8	2%	x	x	-9%	16%
CCOC(=O)/C(=C/c1ccc(OC(=O)c2ccncc2)cc1)C(C)=O	0	-2%	1%	2	7%	-2%	u	-1%	11%
CC(Oc1ccccc1)C(=O)Nc1nnc(S(=O)(=O)Nc2ccccc2)s1 (configuration not stated)	-7	-7%	-2%	-7	-5%	-17%	-12%	2%	-3%
CCC(Oc1ccc2c(c1)C(=O)CC(C)(C)O2)C(=O)NCCN1CCCCCC1 (configuration not stated)	-24	-8%	-2%	1	-20%	-1%[9.22 µM]	-11%	2%	4%
O=c1cc(N2CCCCCC2)[nH]c(=O)n1-c1ccccc1Cl	9	5%	5%	-2	17%	-1%	-4%	-4%	1%
CCOC(=O)Cn1c(=O)oc2cc(S(=O)(=O)N3CCN(c4ccccc4OC)CC3)ccc21	x	x	x	-4	u	x	x	13%	10%
Cc1ccc(CNS(=O)(=O)c2ccc3c(c2)CC(C)N3C(=O)C2CCC2)cc1 (configuration not stated)	x	x	x	4	-3%	x	x	3%	-3%
COCCN(C(=O)CSc1nnc(Nc2ccc(C)cc2)s1)c1c(N)n(CC(C)C)c(=O)[nH]c1=O	-9	-9%	-13%	-3	0%	u	u	7%	7%

Rewritten with two lines to a compound: 11 of the compounds above.
Sequence of screens: IL1B secr inh, HT1080 IDH1KD tx, HT1080NT lethal, D3 ag, KB-V1 MDR tox, SW480 rereplic, MCF10A rereplic, GLP1R cytotox, KB-3-1 cytotox
Cn1c(=O)c2c(nc(N3CCN(c4ccccn4)CC3)n2Cc2ccccc2Cl)n(C)c1=O
 : -7, 1%, 1%, 10, u, -1%, 15%, 9%, -1%
N#Cc1c2c(c(-c3ccco3)[nH]c1=O)CCCC2
 : 12, 5%, -4%, 2, 0%, -13%, 7%, 6%, -2%
O=C(CSc1nnc2ccccn12)NNC(=O)c1ccccc1F
 : -15, 1%, -3%, 0, u, 4%, 6%, 3%, 1%
O=C(O)c1ccc(S(=O)(=O)N2CCOCC2)o1
 : 5, 1%, -1%, -15, 23%, u, 10%, 6%, -5%
O=C(CSc1ccc2c(c1)OCCO2)NCCc1ccc(Cl)cc1Cl
 : u, -2%, 0%, -13, 18µM*, -45%[inhibitor], 17%, 28%, -10%
CC(C)c1ccc(NC(=O)C2(C)Cc3c(-c4ccccc4)ccnc3O2)cc1 (configuration not stated)
 : -6, 10%, u, 3, 4%, x, x, 1%, 0%
CCOC(=O)CNC(=O)N1CCN(S(=O)(=O)c2ccc3c(ccn3C)c2)CC1
 : x, x, x, -8, 2%, x, x, -9%, 16%
CCOC(=O)/C(=C/c1ccc(OC(=O)c2ccncc2)cc1)C(C)=O
 : 0, -2%, 1%, 2, 7%, -2%, u, -1%, 11%
CC(Oc1ccccc1)C(=O)Nc1nnc(S(=O)(=O)Nc2ccccc2)s1 (configuration not stated)
 : -7, -7%, -2%, -7, -5%, -17%, -12%, 2%, -3%
CCC(Oc1ccc2c(c1)C(=O)CC(C)(C)O2)C(=O)NCCN1CCCCCC1 (configuration not stated)
 : -24, -8%, -2%, 1, -20%, -1%[9.22 µM], -11%, 2%, 4%
O=c1cc(N2CCCCCC2)[nH]c(=O)n1-c1ccccc1Cl
 : 9, 5%, 5%, -2, 17%, -1%, -4%, -4%, 1%

Next part.
SMILES	IL1B secr inh	HT1080 IDH1KD tx	HT1080NT lethal	D3 ag	KB-V1 MDR tox	SW480 rereplic	MCF10A rereplic	GLP1R cytotox	KB-3-1 cytotox
CCn1c(/C=C/c2ccccc2[N+](=O)[O-])nc2ccccc2c1=O	14	-6%	-12%	1	u	27%	15%	-1%	-17%
CC(C)c1ccc(NC(=O)Nc2nc(C(N)C(C)C)cs2)cc1 (configuration not stated)	-63*	u	21µM*	43*	u	x	x	u	u
Cc1ccccc1NS(=O)(=O)c1cc(C(=O)Nc2cccnc2)ccc1C	-7	-7%	1%	-9	u	2%	8%	-1%	1%
Cn1c(O)c(C=Nc2ccc(N3CCOCC3)cc2)c(=O)n(C)c1=S	u	17%	9%	1	3%	-5%	6%	9%	-2%
COc1ccc(-c2noc(CC(=O)N(C)c3cccc(C)c3)n2)cc1	x	x	x	-14	2%	x	x	0%	-2%
Cc1ccc(N(Cc2cc(=O)[nH]c3ccccc23)C(=O)CCl)cc1	-99*	21µM*	u	1	-1%	0%	u	-21%	-1%
CN(Cc1ccccc1)C1=CC(=[N+]2CCCCC2)CC(C)(C)C1	-70*	u	u	2	-9%	24%	u	-20%	u
C=CCSc1nnc(CNC(=O)c2ccc(Cl)cc2)n1CC	-69*	4%	-2%	-11	u	6%	2%	-4%	12%
CCc1nc2ccc(C(=O)N3CCN(c4ccccc4)CC3)cn2c1N(C)CCC(C)C	-10	6.5µM*	u	5	23µM*	x	x	7%	u
CC(C)(C)OC(=O)N1CCC[C@@H]1CO	-11	3%	-3%	-57	12%	1%	-9%	5%	0%
CCOC(=O)c1ccc(-c2ccc(-c3cc(=O)oc4cc(OC)c(OC)c(OC)c34)cc2)cc1	6	6%	10%	-6	2%	74%	u	-14%	15%
CC1=NN(C(=O)c2ccccc2Br)C(O)(c2ccc(Cl)cc2)C1 (configuration not stated)	7	-7%	-2%	10	-8%	-1%	u	4%	3%
CCCCn1c(SCC(=O)NC(C)(C)C)nnc1-c1ccco1	-1	7%	18%	3	-7%	0%	9%	-1%	-2%
CCn1c(CNC(=O)c2cc(OC)c(OC)c(OC)c2)cc2cc(C)ccc21	26	-21%	-27%	30*	-13%	-1%	u	-13%	u
